Bioassay records from PubChem.
TcdB inh: blocks C. difficile toxin B glycohydrolase activity; TcdB glycohydrolase enzymatic assay, plate reader; inhibition, % at 9.99 µM; hit rate 0.24% among 350,000; AID 652162; in the data active = inhibition above about 10%
Mtb BioA inh: inhibitors of Mycobacterium tuberculosis BioA enzyme; purified M. tuberculosis BioA enzyme, plate reader; AID 602481; inhibition, % at 9.99 µM; hit rate 0.096% among 360,000; in the data active = inhibition above about 40%
FadD28 FP inh: blocks FadD28 binding to the bisubstrate probe. AID 588549. fluorescence polarization. inhibition, % at 12.5 µM. hit rate 0.22% among 360,000; in the data active = inhibition above about 8.5%, passing the limit was not always enough
GDH-TPI counter: counter-screen for M. tuberculosis FBA inhibitors: GDH-TPI coupled enzymes; GDH-TPI coupled enzyme counterscreen, NADH absorbance; inhibition, % at 4.8 µM; hit rate 1.2% among 360,000; AID 588335; in the data active = inhibition above about 30%;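 note: 0% = DMSO wells and 100% = wells lacking the enzyme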
PfHsp40 rescue: compounds rescuing yeast from Plasmodium falciparum HSP40 toxicity. hit rate 0.68% among 340,000. S. cerevisiae expressing PfHsp40, growth rescue, ATP luminescence. growth rescue, % at 12.5 µM; in the data active = growth rescue above about 28%, passing the limit was not always enough;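 note: yeast W303a lacking pdr1 and pdr3 grown in galactose medium; growth measured after three days at 30 °C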
FBA Mtb inh: inhibits M. tuberculosis FBA enzyme; P9WQA3; purified M. tuberculosis FBA, fluorescence read-out; inhibition, % at 1 µM; hit rate 2.3% among 360,000; in the data active = inhibition above about 27%;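 note: 0% = vehicle and 100% = reference inhibitor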
Target sequence (P9WQA3 whole entry, looked up): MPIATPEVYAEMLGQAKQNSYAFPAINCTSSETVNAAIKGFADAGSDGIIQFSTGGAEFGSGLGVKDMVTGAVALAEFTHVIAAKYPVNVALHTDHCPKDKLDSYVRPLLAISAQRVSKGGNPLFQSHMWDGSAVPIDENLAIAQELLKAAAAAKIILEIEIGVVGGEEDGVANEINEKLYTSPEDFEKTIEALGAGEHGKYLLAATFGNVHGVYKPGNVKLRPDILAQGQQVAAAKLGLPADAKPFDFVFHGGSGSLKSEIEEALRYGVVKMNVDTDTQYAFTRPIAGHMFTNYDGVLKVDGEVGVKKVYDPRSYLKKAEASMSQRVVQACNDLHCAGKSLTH
Y pestis TopoI: Y. pestis Topo-I inhibition via cleavage products | Y. pestis Topo-I cleavage product accumulation, plate reader | activity, % at 10 µM | hit rate 0.064% among 360,000 | AID 504884; in the data active = activity above about 50%, passing the limit was not always enough; note: inactives centre near 2
BH1578 lux ind: inducers of Vibrio cholerae quorum light production without autoinducers; V. cholerae BH1578 lux reporter, luminescence, 6 h; activation, % at 18.7 µM; hit rate 0.16% among 350,000; AID 588436; in the data active = activation mostly above about 9.7%, no sharp cut-off; note: not every result past the cut was called active; inactives centre near 0; reference of the scale not given here
Mtb UGM inh: inhibitors of M. tuberculosis UDP-galactopyranose mutase | hit rate 0.06% among 320,000 | inhibition, % at 10 µM | purified UGM, fluorescence polarization probe displacement | AID 504406; in the data active = inhibition above about 10%, passing the limit was not always enough
Target sequence (P9WIQ1 whole entry, looked up): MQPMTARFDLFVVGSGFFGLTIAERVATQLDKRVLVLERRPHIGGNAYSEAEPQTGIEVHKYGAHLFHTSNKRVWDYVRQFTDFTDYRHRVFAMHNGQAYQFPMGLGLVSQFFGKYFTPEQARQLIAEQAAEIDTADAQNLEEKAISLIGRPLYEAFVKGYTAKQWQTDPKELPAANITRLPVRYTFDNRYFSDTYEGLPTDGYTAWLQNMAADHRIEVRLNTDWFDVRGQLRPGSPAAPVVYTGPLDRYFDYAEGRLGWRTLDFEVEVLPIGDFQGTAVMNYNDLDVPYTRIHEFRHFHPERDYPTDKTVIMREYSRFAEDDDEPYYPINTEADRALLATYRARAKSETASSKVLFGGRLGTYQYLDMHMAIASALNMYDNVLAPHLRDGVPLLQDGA
* marks the source's active call; other numbers are inactive results; i = inactive; · = not tested or not shown; + = active, no number. Compounds were not picked by outcome (roughly 4.6% active in at least one column).

SMILES	TcdB inh	Mtb BioA inh	FadD28 FP inh	GDH-TPI counter	PfHsp40 rescue	FBA Mtb inh	Y pestis TopoI	BH1578 lux ind	Mtb UGM inh
O=C1CCC[C@@H]2CC(N3CCCCC3)C[C@@H]3CCN1[C@H]23 (stereo partly specified)	1.2	-0.5	-2.6	4	1.5	1	11	i	·
COCCCNC(=O)C[C@H]1C[C@H](C(=O)N(C(C)C)C(C)C)[C@@]2(C)c3[nH]c4cc(-c5ccco5)ccc4c3CCN2C1=O	1.4	-3.7	-0.8	11	0.6	31*	4	-0.7	·
O=S(=O)(Nc1nc2ccccc2nc1-[n+]1ccccc1)c1ccc(Cl)cc1	·	1.1	-0.4	-1	-1.8	5	-5	i	-1.9
N/C(Cc1ccc([N+](=O)[O-])cc1)=N\OC(=O)c1ccccc1F	0.2	·	-5.4	16	0.5	-1	3	-0.1	1.1
CCC(C)NC(=O)C(=O)NCc1ccccn1 (stereo unspecified)	0.3	·	-0.2	0	-0.3	0	5	i	2.7
O=C(O)CSCC(=O)N1CCN(c2nc3cc(Cl)ccc3s2)CC1	0.7	-1.5	-3.6	-3	-0.6	-1	-2	-0.3	-1.5
CCCCNS(=O)(=O)c1ccc(NC(=O)C2CCCO2)cc1 (stereo unspecified)	·	-0.5	0.6	7	-1.2	-2	4	-0.2	8.3
COc1cc2c(cc1NC(=O)c1cc(-c3ccncc3)nc3ccc(C)cc13)oc1ccccc12	·	-2.2	-5.0	-4	-0.2	2	3	i	-0.4
Cc1cc(C)c2c(=O)c(C#N)coc2c1	2.1	·	-1.5	0	-0.5	0	-4	-0.6	-3.0
CN(CC(=O)Nc1cccc(F)c1)C(=O)/C=C/c1ccc(Br)s1	1.1	4.8	0.0	9	0.2	-2	1	i	-2.2
Cc1ccc(-c2nc(=S)c3c(n2Cc2ccco2)CCCC3)cc1	·	-0.9	-5.5	-2	-0.3	0	11	-1.8	·
CCC(CC)c1nnc(NC(=O)Cc2ccccc2[N+](=O)[O-])s1	-0.2	·	-2.5	-2	0.0	-1	4	-1.0	1.9
Cc1ccc(CCC(=O)Nc2ccc(C#N)cc2)o1	-6.1	2.9	-0.6	2	-0.5	9	-6	-0.3	-1.1
CCc1noc(C)c1C(=O)OCC(=O)Nc1c(F)cccc1F	0.7	-0.9	-4.7	8	-0.6	0	4	-0.3	-1.3
CCOc1ncccc1C(=O)N1CCN(C(c2ccccc2)c2ccccc2)CC1	1.5	·	-3.2	4	0.1	0	28	-1.1	0.1
O=C(O)c1ccc(CN2C(=O)CSC2=S)cc1	·	0.8	-0.5	-3	1.4	0	-8	-2.2	0.0
Cc1ccc(S(=O)(=O)NCCC(=O)N2CCCC(C)C2)cc1 (stereo unspecified)	-1.4	-0.3	-2.3	-14	-1.1	3	0	-1.4	·
CC1CCCCN1C(=O)c1cc(S(=O)(=O)N2CCOCC2)ccc1Cl (stereo unspecified)	-1.0	-0.8	-3.3	3	-0.6	-2	0	-2.1	0.6
CCN(c1ccccc1)S(=O)(=O)c1ccc(Cl)c(NC(=O)Nc2ccc(Cl)cc2C#N)c1	0.0	0.2	-3.8	5	2.2	2	-3	-0.2	0.7
CCCCC(=O)N(CCOC)c1nnc(-c2ccccc2C)s1	1.5	·	-0.6	2	-0.3	0	-1	i	0.2
COC(=O)c1ccc(CSc2nc3sc4c(c3c(=O)n2C)CCCC4)o1	·	2.6	1.4	8	-1.1	0	5	-7.7	1.0
O=C(Nc1ccccn1)c1cccc(S(=O)(=O)N2CCCC2)c1	0.7	-0.4	-5.0	-8	0.7	0	-6	i	-1.6
Cc1cc(Br)c(S(=O)(=O)NCCN2CCOCC2)cc1C	·	-1.4	-0.8	9	0.1	4	-1	-0.4	-1.1
CCOC(=O)C1=C(N)Oc2ccc3ccccc3c2C1c1ccc(O)c(OC)c1 (stereo unspecified)	0.9	0.1	-0.9	-2	3.8	2	13	-0.9	2.5
O=C1OC(Nc2ccc(Cl)cn2)c2ccccc21 (stereo unspecified)	·	-4.2	-2.6	-3	0.0	2	-12	i	-0.5
O=C1OC(c2ccc3ccccc3c2O)(c2ccc3ccccc3c2O)c2ccccc21	0.0	-5.8	0.9	14	-0.3	2	-12	-4.3	·
O=C(c1cccs1)N1CCC(c2nc3c(nnn3Cc3c(Cl)cccc3Cl)c(=O)[nH]2)CC1	0.7	1.0	-4.6	-3	2.1	-3	5	i	-1.1
COc1cc2oc(=O)cc(-c3ccc(-c4ccc(N(C)C)cc4)cc3)c2c(OC)c1OC	-4.0	-0.3	-0.7	4	-1.1	0	3	i	·
C=C1[C@H](C)CN[C@H]1CCO	0.2	0.0	-0.2	2	-1.3	0	8	-0.9	·
CCC(C)Sc1nc2ccccc2c(=O)[nH]1 (stereo unspecified)	·	0.6	-3.6	-1	-0.1	1	8	·	-2.2
Cc1ccc(SCC(=O)NNC(=O)c2cncc(Br)c2)cc1	-0.5	-1.1	-1.1	11	-0.7	-1	1	i	-3.4
CC1(C(=O)NS(=O)(=O)c2ccc(F)cc2F)CCN1C(=O)CCc1ccccc1 (stereo unspecified)	2.0	-0.6	-2.4	-4	·	-1	-7	4.5	·
Cc1onc(-c2ccccc2Cl)c1C(=O)N1CCN(C)CC1	-0.1	0.6	-1.1	4	-0.8	1	1	i	-1.6
CC(C)COC(=O)C(C)Nc1n[nH]c(=S)[nH]c1=O (stereo unspecified)	0.3	·	-3.0	11	-0.6	53*	1	+	0.0
N#CCn1c2ccccc2c2nc3ccccc3nc21	-0.5	·	-3.9	12	3.7	-4	2	-0.4	1.8
COc1ccc(CCNC(=O)c2cc3c(=O)n4ccccc4nc3n(CCCN3CCOCC3)c2=N)cc1OC	-1.9	-1.2	-2.3	9	1.3	3	8	-2.6	4.2
CCOC(=O)CSc1nncc2ccc(OC)c(OC)c12	·	0.3	-1.7	1	0.1	2	-3	-0.2	0.5
O=C(Nc1cc(F)cc(F)c1)c1ccc(NCCc2ccccc2)c([N+](=O)[O-])c1	·	-2.5	-1.0	4	-0.4	0	22	-0.7	-1.0
CCCNC(=O)NC(=O)CSc1ccc(C)cc1C	0.3	·	-0.4	-2	0.3	1	-1	-0.8	-0.8
CC(=O)N1CC2(CC(c3ccc(Cl)cc3Cl)=NO2)CN1c1cccc(Cl)c1 (stereo unspecified)	1.3	-1.0	-9.4	-2	·	-2	33	-0.4	·

Whole records from above. Order of values: TcdB inh | Mtb BioA inh | FadD28 FP inh | GDH-TPI counter | PfHsp40 rescue | FBA Mtb inh | Y pestis TopoI | BH1578 lux ind | Mtb UGM inh
COc1ccc(CCNC(=O)c2cc3c(=O)n4ccccc4nc3n(CCCN3CCOCC3)c2=N)cc1OC in the list: -1.9 | -1.2 | -2.3 | 9 | 1.3 | 3 | 8 | -2.6 | 4.2
N#CCn1c2ccccc2c2nc3ccccc3nc21 in the list: -0.5 | · | -3.9 | 12 | 3.7 | -4 | 2 | -0.4 | 1.8
CCOC(=O)CSc1nncc2ccc(OC)c(OC)c12 in the list: · | 0.3 | -1.7 | 1 | 0.1 | 2 | -3 | -0.2 | 0.5
CC(=O)N1CC2(CC(c3ccc(Cl)cc3Cl)=NO2)CN1c1cccc(Cl)c1 (stereo unspecified) in the list: 1.3 | -1.0 | -9.4 | -2 | · | -2 | 33 | -0.4 | ·

New compounds follow:
SMILES	TcdB inh	Mtb BioA inh	FadD28 FP inh	GDH-TPI counter	PfHsp40 rescue	FBA Mtb inh	Y pestis TopoI	BH1578 lux ind	Mtb UGM inh
COc1ccc(-c2ccc(-c3nnn(CC(C)=O)n3)cc2)cc1	·	-1.4	-0.7	9	0.0	5	3	i	2.0
O=C(NC1CCC(O)CC1)c1cc(-c2ccc(Cl)cc2)nc2ccccc12 (stereo unspecified)	-0.2	-1.1	-4.1	9	-2.0	3	-6	i	-2.0
COc1ccccc1N=C1SC(C(=O)Nc2ccc(F)cc2)CC(=O)N1C (stereo unspecified)	·	3.8	0.1	10	-0.1	0	-4	-0.7	4.7
O=C(O)C1CCCN(S(=O)(=O)c2cccs2)C1 (stereo unspecified)	·	-0.9	0.9	2	-1.0	-1	8	-1.6	-0.7
CCN1C(=O)[C@@H]2[C@@H](c3ccc(-c4ccc(Cl)c(Cl)c4)cc3)N3CCCC[C@@]3(C(=O)OC)[C@@H]2C1=O	-2.2	-0.9	1.3	-12	-1.4	3	-1	-3.7	-1.8
Cc1ccc(C2CC(c3cccs3)=NN2C(=O)c2ccco2)o1 (stereo unspecified)	1.6	6.8	-3.3	26	1.3	-3	12	4.0	0.4
Cc1ccc(/C=C/C(=O)OCC(=O)NC(C)c2ccccc2)o1 (stereo unspecified)	-1.2	-1.1	-3.8	28	-1.5	-4	1	i	3.4
COc1ccc(OCCC(=O)Nc2cc3c(cc2C(=O)O)OCCCO3)cc1	1.1	0.2	0.8	4	-0.5	3	5	-3.7	·
COc1ccc(/C=N/NC(=O)c2ccoc2C)cc1COc1ccc(Cl)cc1	·	-1.8	-3.9	15	-0.7	2	-9	0.8	-0.4
CCOC(=O)CC1C(=O)NCCN1Cc1cccs1 (stereo unspecified)	0.8	-0.9	-0.8	2	0.0	0	-4	i	-1.0

Arranged by formula weight (low to high): some entries from above
SMILES	TcdB inh	Mtb BioA inh	FadD28 FP inh	GDH-TPI counter	PfHsp40 rescue	FBA Mtb inh	Y pestis TopoI	BH1578 lux ind	Mtb UGM inh
O=C(O)C1CCCN(S(=O)(=O)c2cccs2)C1 (stereo unspecified)	·	-0.9	0.9	2	-1.0	-1	8	-1.6	-0.7
COc1ccc(-c2ccc(-c3nnn(CC(C)=O)n3)cc2)cc1	·	-1.4	-0.7	9	0.0	5	3	i	2.0
COc1ccccc1N=C1SC(C(=O)Nc2ccc(F)cc2)CC(=O)N1C (stereo unspecified)	·	3.8	0.1	10	-0.1	0	-4	-0.7	4.7

Next structures:
SMILES	TcdB inh	Mtb BioA inh	FadD28 FP inh	GDH-TPI counter	PfHsp40 rescue	FBA Mtb inh	Y pestis TopoI	BH1578 lux ind	Mtb UGM inh
O=[N+]([O-])c1ccccc1S(=O)(=O)N1CCN(Cc2ccccc2)CC1	0.6	1.4	-2.8	-2	1.0	1	-4	i	1.9
CCOc1ccc(NC(=O)C2CC(C)=C(C)CC2C(=O)O)cc1 (stereo unspecified)	·	·	-1.2	-9	-0.1	-1	-3	12	-1.5
COc1ccc(/C=C/C(=O)OCC(=O)Nc2ccc(N3CCOCC3)cc2)cc1	-0.5	·	-2.5	4	2.2	-1	-4	-0.3	0.7
COc1cc(NC(=O)CSc2ncccc2C(=O)OC(C)C)cc(OC)c1	·	-2.7	0.6	11	-0.5	1	-3	-0.2	-1.5
COc1cc(/C=N/NC(=S)Nc2cccc(S(=O)(=O)N(C)C)c2)ccc1O	·	1.6	0.2	45*	-0.7	1	-7	-0.2	·
Cc1cccc(-n2c(-c3csc(C)c3)n[nH]c2=S)c1	0.5	·	0.8	11	-0.6	5	7	0.6	-1.1
CCCN(CC(=O)Nc1ccccc1OC)C(=O)c1cccc(S(=O)(=O)Nc2ccc(OC)cc2)c1	-0.2	1.0	-7.5	-2	-0.1	4	1	i	0.0
O=[N+]([O-])c1ccc(-c2ccccc2)c([As](=O)(O)O)c1	-0.3	-1.5	-1.2	-5	-1.7	-2	-6	-0.8	0.0
CCCCOC(=O)CNc1n[nH]c(=S)[nH]c1=O	·	-3.5	-1.0	14	-0.4	-1	10	3.2	1.5
Cc1ccc(CNC(=O)C2CC(=O)N(c3ccc(OCC(=O)N4CCCC4)cc3)C2)cc1 (stereo unspecified)	·	·	-1.8	3	-0.9	3	-3	i	4.3
Cn1c(=O)c2c(SCC(=O)N3CCOCC3)nc(C3CC3)nc2n(C)c1=O	-0.2	2.4	-4.2	3	1.6	-3	5	-0.6	1.6
Cc1ccc(NC(=S)Nn2cnnc2)cc1	0.8	0.0	-0.2	0	0.1	-3	3	-0.3	-0.1
O=C(CN1C(=O)c2ccccc2C1=O)NCc1ccncc1	·	-0.7	0.7	-3	0.8	2	-5	-0.2	-0.3
COc1cc(NC(=O)C(=O)NNC(=O)C2CCCCC2)c(OC)cc1Cl	·	·	1.3	11	-1.7	-3	-6	-0.1	-0.5
